Assay outcomes: PubChem BioAssay, The Scripps Research Institute Molecular Screening Center
TTR transcr act: activators of transthyretin transcription; SH-SY5Y TTR promoter Gaussia luciferase, luminescence; 100% = recombinant luciferase protein wells; activation, % at 16.7 µM; hit rate 1.3% among 92,000; AID 1117267;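 active means activation above the mean of all tested compounds plus 3 SD, cut at about 9.5% in these data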;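 further: cells exposed to compounds for one day before reading; 0% = median of all test compound wells on the plate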
Numbers without * were called inactive.

SMILES	TTR transcr act
Cc1cc(C)nc(-n2nc(C)c(Sc3ccc(F)cc3)c2N)n1	-1.1
O=C(Nc1ccccc1)O/N=C1/CCCc2occc21	2.7
Cc1ccc(NC(=O)CN(C)Cc2ccc(F)cc2)c([N+](=O)[O-])c1	2.2
COc1ccc(C(=O)N2CCCc3ccccc32)cc1OC	0.3
CSc1sc(C(=O)Nc2ccc(F)cc2F)c2c1C=CCC2	-1.1
COc1ccc(C(=O)NCc2nnc(SCC(=O)N3CCC(C)CC3)o2)cc1	2.0
COCCOC(=O)C1=C(C)N(c2ccccc2)C(=O)NC1c1cccc([N+](=O)[O-])c1 (stereo not drawn)	0.1
COc1cccc(CN2CCN(S(=O)(=O)c3ccc(NC(C)=O)cc3)CC2)c1OC	0.7
Cc1ccc(-n2c(O)c(C=NCc3ccccn3)c3ccccc3c2=O)cc1C	-0.7
CCOc1ccc2nc(NC(=O)CN3CCN(C)CC3)sc2c1	-2.1
O=[N+]([O-])c1c(NCCCO)cc(Sc2ccc(Cl)cc2)c2nonc12	0.4
CCOc1ccc(/C=C2/C(=N)N3OC(C)=CC3=NC2=O)cc1OC	9.9*
O=C(Nc1ccc(Cl)c(Cl)c1)c1ccc(Cn2cc(Cl)cn2)cc1	0.0
COCc1cc(C)nc(OCC(=O)N/N=C/c2ccc(-c3cc([N+](=O)[O-])ccc3C)o2)c1C#N	2.2
CCCCCn1c(=O)c(Cc2ccccc2)c(O)c2ccccc21	-1.8
CCS(=O)(=O)c1cc([N+](=O)[O-])c(Sc2ccccc2N)s1	4.0
CCN(CC)c1ccc(NC(=O)COc2ccc(N(C)S(=O)(=O)c3cccs3)cc2)cc1	0.3
COC(=O)c1ccc2c(=O)n(-c3ccccc3)c(=S)[nH]c2c1	-1.4
COc1ccc(-c2ccc(CN3C(C(C)C)C(=O)N(Cc4cn(CCC5OCCCO5)nn4)CCS3(=O)=O)cc2)cc1OC (stereo not drawn)	1.3
CCCCOc1ccc(/C=C/C(=O)OCC(=O)NC(=O)NCC(C)C)cc1OCC	0.2
COc1ccccc1Nc1nc2nonc2[nH]c1=O	-0.1
O=C1NC(=O)C(Cc2ccccc2)(c2ccccc2)N1 (stereo not drawn)	-2.7
O=C(O)c1cccc(Oc2ccc(C(=O)O)c([N+](=O)[O-])c2)c1	2.7
CCOC(=O)[C@@H]1CSCCS(=O)(=O)N1Cc1ccccc1Br	1.2
Cn1c(/C=N/n2cnnc2)nc2ccccc21	1.8
CCN(CC)S(=O)(=O)c1ccc(C(=O)Nc2cc(S(=O)(=O)N3CCOCC3)ccc2O)cc1	-0.4
CC(=O)N1CCc2c(sc(NC(=O)CN3C(=O)c4ccccc4C3=O)c2C(N)=O)C1	-1.8
C[C@H]1[C@H](c2ccccc2)Oc2cccc(NCCc3ccccc3)c2S(=O)(=O)N1Cc1cccc(Cl)c1	1.1
COc1ccc2[nH]cc(CCNS(=O)(=O)Cc3ccccc3)c2c1	-2.3
COCCN1CCN(c2cc(-c3ccccc3)nc3cc(-c4cccc(F)c4)nn23)CC1	-12

The closing five entries of the section before are carried over, then new ones follow.
SMILES	TTR transcr act
CCN(CC)S(=O)(=O)c1ccc(C(=O)Nc2cc(S(=O)(=O)N3CCOCC3)ccc2O)cc1	-0.4
CC(=O)N1CCc2c(sc(NC(=O)CN3C(=O)c4ccccc4C3=O)c2C(N)=O)C1	-1.8
C[C@H]1[C@H](c2ccccc2)Oc2cccc(NCCc3ccccc3)c2S(=O)(=O)N1Cc1cccc(Cl)c1	1.1
COc1ccc2[nH]cc(CCNS(=O)(=O)Cc3ccccc3)c2c1	-2.3
COCCN1CCN(c2cc(-c3ccccc3)nc3cc(-c4cccc(F)c4)nn23)CC1	-12
O=C(O)[C@H](Cc1ccccc1)NC(=O)N1CCN(c2ccccc2)CC1	0.1
CC1(C)C(C=C(Cl)Cl)C1C(=O)N1CCN(Cc2ccccc2)CC1 (stereo not drawn)	-0.7
CCCC(=O)NC(=S)Nc1c(C)cc(Br)cc1C	0.7
Cc1cc(C)cc(NC(=S)NCCc2ccc(S(N)(=O)=O)cc2)c1	0.5
COc1cc(C)ccc1S(=O)(=O)NC(=O)Cn1nnc(COc2ccc3c(c2)CCCC3)c1C	1.5
COc1ccc(C(=O)c2c(C)oc3ccc(O)c(CN4CCOCC4)c23)cc1	-3.1
O=C1c2ccccc2C(=O)N1CCCCc1cn(C[C@H]2CC[C@H](Cn3cc(CCCCN4C(=O)c5ccccc5C4=O)nn3)O2)nn1	-2.6
Cc1ccc2nc(NC(=O)CCCC(=O)O)sc2c1	-0.1
Cc1ccc(NC(=O)/C(=C/c2cccs2)NC(=O)c2ccco2)cc1	0.3
CCn1c(SCC(=O)N2CCC(C)CC2)nnc1-c1ccc(S(=O)(=O)N2CCN(C)CC2)cc1	-2.7
Cc1cccc(NC(=O)CN(C)C(=O)c2ccc(N3CCCCCC3)c([N+](=O)[O-])c2)c1C	0.8
CS(=O)(=O)N(CC(=O)NC1CCCC1)Cc1ccc(Cl)cc1	0.8
Cc1nn(C)cc1C(C(=O)NC1CCCCC1)N(C(=O)Cc1cccs1)c1ccc(C(C)C)cc1 (stereo not drawn)	-1.4
COc1ccc(Oc2nc(SC)nc3ccccc23)cc1	1.0
O=C(OCC#CCSc1nnc(-c2cccc3ccccc23)o1)c1ccc(F)c(F)c1	-0.1
O=C(N/N=C/c1c[nH]c2ccccc12)c1ccn[nH]1	2.8
Cc1c(NS(=O)(=O)c2cc([N+](=O)[O-])ccc2Cl)c(=O)n(-c2ccccc2)n1C	0.4
CC(=O)NCC(O)c1ccc([N+](=O)[O-])cc1 (stereo not drawn)	3.2
CCN1CCN(CC(=O)Nc2cc(F)ccc2C)CC1	3.2
Cc1csc(=O)n1CC(=O)Nc1ccc(Cl)c(Cl)c1	-2.5
CC(=O)c1ccc(N2CCC(C(=O)O)CC2)cc1	1.7
Cc1ccc(S(=O)(=O)N2CCCCC2)cc1NC(=O)Nc1ccc(Cl)cc1Cl	-2.0
CCC(NC(=O)c1ccccc1NC(=O)c1ccco1)C(=O)NNC(=O)c1ccncc1 (stereo not drawn)	-1.0
CCN1CCN(S(=O)(=O)c2ccc(Cl)c(C(=O)NCCOc3ccc(C)cc3)c2)CC1	0.8
COc1ccc(C(=O)N(CN2CCCC2=O)c2ccc(C)cc2)cc1	-2.8
C/C(N)=C(/C#N)C(=O)CSc1ccccc1F	-0.6
O=C(C#Cc1ccccc1)c1cccc([N+](=O)[O-])c1	-7.2
O=C1C2CCCCC2C(=O)N1c1ccc(S(=O)(=O)Nc2ncccn2)cc1 (stereo not drawn)	-1.6
O=C(CCSc1ccc(Br)cc1)Nc1cccnc1	1.5
Cc1ccccc1CNCc1cccnc1	0.8
C/C(=N/NC(=O)CCCOc1ccc(Cl)cc1Cl)c1ccc(C)o1	-0.4
O=C(NCCc1cccs1)C12CN(Cc3ccccc3)CC1C(c1cccc([N+](=O)[O-])c1)=NO2 (stereo not drawn)	-3.8
O=[N+]([O-])c1cc([N+](=O)[O-])c(N2CCOCC2)cc1NCc1ccccc1	0.2
Cc1ccc(C(=O)N/C(=C/c2ccccc2)C(=O)NCc2ccncc2)cc1	-0.4
CCOC(=O)[C@@H]1[C@H]2COc3cc(OC)ccc3[C@H]2N2C(=O)N(c3ccc(OC)cc3)C(=O)[C@]12C	-1.9
Cc1ccc(S(=O)(=O)Nn2c(C)ccc2C)cc1	6.6
COc1cc(-c2noc(C3CCCN(S(=O)(=O)c4cccc(Cl)c4)C3)n2)cc(OC)c1OC (stereo not drawn)	4.0
CCOc1ccc(NS(=O)(=O)c2ccc(C(=O)NCc3cccnc3)cc2)cc1	-1.4
O=C(/C=C/c1ccco1)N1CCN(S(=O)(=O)c2cccc([N+](=O)[O-])c2)CC1	0.8
O=C(CN1CCN(c2ccccn2)CC1)Nc1nc2ccccc2s1	1.9
O=S1(=O)C=C(SCc2ccc(F)cc2)Nc2ccccc21	0.7
CN(CC1CCCN(CCc2cccc(C(F)(F)F)c2)C1)C(=O)c1ccco1 (stereo not drawn)	2.5
CCC1(CC)SC(N)=NC1=O	2.0
CCOc1ccc(NC(=S)N(CCc2c(C)[nH]c3ccc(C)cc23)Cc2ccco2)cc1	-1.7
O=C(NCC1CCCO1)c1csc(Nc2cccc3ccccc23)n1 (stereo not drawn)	-1.4
COc1ccccc1NS(=O)(=O)c1cc(C(=O)NCC(c2ccc(F)cc2)N2CCOCC2)ccc1C (stereo not drawn)	-0.1
CCC(Sc1ncnc2c1c(-c1ccccc1)cn2-c1ccc(OC)cc1)C(=O)OC (stereo not drawn)	-1.9
Cc1c(C(=O)Nc2ccc3c(c2)OCCO3)oc2ccc(Br)cc12	-1.8
Nc1c(Cl)cc(C2=NCCn3c2c2ccccc2[n+]3[O-])cc1Cl	4.5
O=c1[nH]c2ccc(Cl)cc2c(-c2ccccc2)c1N1CCN(CCO)CC1	-0.6
S=C(Nc1cccc(Cl)c1)OCCN1CCCC12CCC(c1ccccc1)CC2 (stereo not drawn)	-0.4
CC(Oc1ccc2c(-c3ccccc3)cc(=O)oc2c1)C(=O)NCC(O)c1ccccc1 (stereo not drawn)	0.3
CCN(CC)C(C(=O)NC1CCCCC1)c1ccc(C)cc1 (stereo not drawn)	-0.9
COC(=O)c1ccc(Nc2nc(C)cc(C)n2)cc1	-2.9
O=c1ccc2cc(S(=O)(=O)N3CCN(c4ccccc4)CC3)ccc2o1	0.9
CC1Nc2nc(N(C)C)[nH]c(=O)c2NC1C (stereo not drawn)	-0.7
Cc1cccc(SCc2noc(C(=O)NC(C)C)c2C(=O)O)c1	3.0
CCOc1ccccc1C(=O)N[C@H](C(=O)NCc1ccccc1)C(C)C	-0.2
COc1ccc(N2CCN(C3CCCN(Cc4cccc(C)c4)C3)CC2)cc1 (stereo not drawn)	-2.2
COc1ccc(OC)c(/C=C/C(=O)N2CCCc3ccccc32)c1	0.3
Next part:
SMILES	TTR transcr act
Cc1ccc(-n2nc(C)cc2NC(=O)c2ccc(C)s2)cc1	8.0
COc1ccccc1C(=O)C1CCCN(C(=O)C2=CC(=O)CC(C)(C)O2)C1 (stereo not drawn)	-1.0
O=C(NCCCCCCNC(=O)OCc1ccccc1)OCc1ccccc1	-0.1
COc1ccc(CNC(=O)COC(=O)c2ccc(S(=O)(=O)N3CCOCC3)cc2)cc1	-0.3
Cc1ccc(OCCCC(=O)NC2CCCCC2)cc1	-1.5
N/C(=N\c1nc2ccccc2o1)NC(=O)c1ccccc1F	-2.1
CCOC(=O)c1sc(=S)n(Cc2ccccc2)c1C	-0.8
Cc1cnc(C(=O)N2CCCC(C(=O)c3ccc(C(C)(C)C)cc3)C2)cn1 (stereo not drawn)	-1.1
Cc1ccc(NC(=O)OCCNC(=O)c2ccncc2)cc1	-1.9
O=C(NCCc1ccccc1)OCc1cn(-c2ccc(Cl)cc2)nn1	-1.0
CCOc1ccc(N/C=C/C(=O)c2ccc(OC)cc2)cc1	1.1
c1ccc(COc2ccccc2CNc2nn[nH]n2)cc1	1.3
Cc1ccc(-c2noc(CCC(=O)Nc3ccccc3C)n2)cc1	1.3
CCN(CC(=O)NCc1ccc(Cl)cc1)C(=O)CCc1ccccc1O	0.0
COc1ccc(-c2c(C)nn3c(N)c(C#N)cnc23)cc1OC	8.2

Compounds listed so far containing a cyano group (three):
SMILES	TTR transcr act
COCc1cc(C)nc(OCC(=O)N/N=C/c2ccc(-c3cc([N+](=O)[O-])ccc3C)o2)c1C#N	2.2
C/C(N)=C(/C#N)C(=O)CSc1ccccc1F	-0.6
COc1ccc(-c2c(C)nn3c(N)c(C#N)cnc23)cc1OC	8.2

(next part)
SMILES	TTR transcr act
CCOC1=CC(=O)N(Cc2ccccc2)C1	-0.2
O=C(c1cccc(-n2cnnn2)c1)N1CC=C(c2ccccc2)CC1	2.5
NC(=O)C(c1ccccc1)c1ncc(C(F)(F)F)cc1Cl (stereo not drawn)	-0.4
Cc1nc2ccccc2cc1C(=O)NCc1ccc(F)cc1	4.8
Cc1ccc(CSCC(=O)N2CCN(c3ccccc3)CC2)cc1	7.1
CC(C)c1ccc(S(=O)(=O)N2CCN(C(=O)C3CCCC3)CC2)cc1	-0.8
CC1(C)NC(=O)N(CC(O)CN2C(=O)CCC2=O)C1=O (stereo not drawn)	0.5
CCN(CC)C(=O)C1(P(=O)(c2ccccc2)c2ccccc2)CCC1	1.1
Cc1nn(CC(=O)N/N=C/c2cccs2)c(C)c1[N+](=O)[O-]	-2.6
Cc1ccc(C(=O)OCC(=O)Nc2ccccc2)cc1NC(=O)c1ccco1	0.4
CCCc1nnc(NC(=O)CCC(=O)N2CCN(S(=O)(=O)c3ccc(F)cc3)CC2)s1	-1.5
Cc1ccc2nc(Nc3ccccc3)c(C=O)c(=O)n2c1	-0.6
Cc1ccccc1-c1nn(-c2ccc(F)cc2F)cc1CNCCCN(C)C	4.8
CCn1c(=O)cc(OCC(=O)Nc2nc(C)cs2)c2ccccc21	11*
COc1ccc(NC(=O)CN2C(=O)COc3ccc(S(=O)(=O)N4CCCCCC4)cc32)cc1	-0.3

Part of the list above in order of number of heavy atoms, lowest first.
SMILES	TTR transcr act
CCOC1=CC(=O)N(Cc2ccccc2)C1	-0.2
CC1(C)NC(=O)N(CC(O)CN2C(=O)CCC2=O)C1=O (stereo not drawn)	0.5
Cc1ccc2nc(Nc3ccccc3)c(C=O)c(=O)n2c1	-0.6

Next section:
SMILES	TTR transcr act
COc1ccc(/C=C2\N=C(C)OC2=O)cc1[N+](=O)[O-]	0.1
COc1ccc(S(=O)(=O)N2CCc3ccccc32)cc1C(=O)NCCc1ccc(S(N)(=O)=O)cc1	2.0
Cc1c(C(=O)NCC(C)(C)N2CCOCC2)oc2ccccc12	-1.9
CC(C)Cc1csc(=S)[nH]1	0.7
CCCCCCCCCCCCCCC(O)C[N+](C)(CCO)CCO (stereo not drawn)	2.9
Cc1ccc(-n2nnnc2-c2cccnc2)cc1	-1.0
O=C(Cc1nc2ccccc2[nH]1)N/N=C/c1ccccc1	-0.7
CCOC(=O)c1sc2nc(C)nc(SC(C)C(=O)N(C)c3ccccc3)c2c1C (stereo not drawn)	-2.1

Some of the compounds tested (hit frequency here may not be typical).
